# Compound activity as filed in PubChem.
# LmPK inhibitor: blocks Leishmania mexicana pyruvate kinase activity; AID 1721; purified LmPK, Kinase-Glo ATP luminescence, 1 h; Potency, µM (top dose mostly 57.5 µM), for the others: top-dose activity change, negative = inhibition, actives largely listed as inhibitors; 0.37% of 290,000 active; also: potency is read from the fitted curve at half-maximal effect
# Target sequence (Q27686 whole entry, looked up): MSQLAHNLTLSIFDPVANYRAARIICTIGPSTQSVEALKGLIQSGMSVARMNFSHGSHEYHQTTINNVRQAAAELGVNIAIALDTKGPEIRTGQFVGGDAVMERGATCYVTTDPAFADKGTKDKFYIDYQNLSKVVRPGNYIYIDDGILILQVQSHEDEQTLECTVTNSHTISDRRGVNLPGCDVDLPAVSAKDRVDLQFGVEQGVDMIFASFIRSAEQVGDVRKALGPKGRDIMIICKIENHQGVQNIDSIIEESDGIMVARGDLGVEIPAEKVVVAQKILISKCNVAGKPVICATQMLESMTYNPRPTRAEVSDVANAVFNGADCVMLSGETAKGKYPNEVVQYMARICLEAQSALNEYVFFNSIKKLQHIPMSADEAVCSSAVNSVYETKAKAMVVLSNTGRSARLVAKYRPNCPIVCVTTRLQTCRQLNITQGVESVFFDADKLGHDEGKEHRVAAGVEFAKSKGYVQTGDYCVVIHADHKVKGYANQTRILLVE
#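 Purified LmPK (0.1 nM) converted ADP (0.1 mM) to ATP with PEP (0.5 mM) in imidazole buffer pH 7.2 with KCl and MgCl2, 1 h at room temperature. ATP was read by Kinase-Glo luminescence; data normalized to uninhibited and no-enzyme controls.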
# Sm TGR inh: blocks Schistosoma mansoni thioredoxin glutathione reductase; Q962Y6; purified TGR, DTNB reduction, TNB absorbance 405 nm; Potency, µM (doses to about 114 µM), for the others: top-dose activity change, negative = inhibition, actives largely listed as inhibitors; 3% of 360,000 active; AID 485364; also: potency is read from the fitted curve at half-maximal effect; nearly all actives have a fitted effect of over 60% in size
#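 TGR 20 nM + NADPH 100 uM (dispensed conc.), cpd preinc 15 min RT; start with NADPH (500 uM addition) then DTNB (15 mM addition). Kinetic TNB absorbance, 405 nm filter. Four-parameter Hill fit across titration.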
# AMA1-RON2 inh: disrupts binding of P. falciparum AMA1 to RON2; AlphaScreen AMA1-biotinylated RON2 peptide binding; Potency, µM (titrated, usually from 58.2 µM), for the others: at the highest dose activity change, negative = inhibition, usual class: inhibitors; 0.2% of 360,000 active;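 also: potency is read from the fitted curve at half-maximal effect; 0% = vehicle wells and -100% = peptide control; nearly all actives have a fitted effect of over 45% in size; some results filed as inactive show a strong effect at the top dose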
#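 AMA1 (3D7) with his tag at 25 nM final met compounds first, then biotinylated RON2 peptide at 25 nM; detection used donor plus acceptor beads, 10 µg/mL apiece, read by AlphaScreen after 30 min at room temperature.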
# HCMV antiviral: blocks human cytomegalovirus replication; HFF cells, HCMV-luciferase reporter, 72 h; hits give low values; activity change, negative = inhibition, % at 57.5 µM; 4.5% of 410,000 active; in the data active = activity change below about -60%; inconclusive = no clear call, values can overlap the other calls; inactive = above about -39%
#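 Two-dose cell screen: HFF monolayers treated with compounds and infected with luciferase-expressing HCMV at 1 PFU/cell, 72 h at 37C, then lysed for luciferase measurement.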
# TbPYK inhibitor: inhibitors of Trypanosoma brucei pyruvate kinase. Q57TT1. TbPYK enzyme, Kinase-Glo Plus ATP luminescence, 45 min. Potency, µM (top dose mostly 76.8 µM), for inactives: top-dose activity, negative = inhibition, hits mostly inhibitors. 0.12% of 410,000 active. AID 624173; also: potency is read from the fitted curve at half-maximal effect; nearly all actives have a fitted effect of over 50% in size
#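 Activity of T. brucei pyruvate kinase was followed by Kinase-Glo Plus luminescence after the enzyme reacted 45 min at room temperature with 130 uM ADP (final) and substrate. Test compounds were added before ADP at multiple concentrations.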
# AmpC inh detg: inhibitors of E. coli AmpC beta-lactamase with detergent; Potency, µM (titrated, usually from 114 µM), for the others: at the top dose activity change, negative = inhibition, most hits filed as inhibitors; AmpC hydrolysis of nitrocefin, absorbance 480 nm, 0.01% Triton; AID 485294; 0.041% of 370,000 active; P00811;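 also: potency is read from the fitted curve at half-maximal effect; 0% = no-compound wells and -100% = no-enzyme wells; nearly all actives have a fitted effect of over 25% in size; some results filed as inactive show a strong effect at the top dose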
# Target sequence (P00811 whole entry, looked up): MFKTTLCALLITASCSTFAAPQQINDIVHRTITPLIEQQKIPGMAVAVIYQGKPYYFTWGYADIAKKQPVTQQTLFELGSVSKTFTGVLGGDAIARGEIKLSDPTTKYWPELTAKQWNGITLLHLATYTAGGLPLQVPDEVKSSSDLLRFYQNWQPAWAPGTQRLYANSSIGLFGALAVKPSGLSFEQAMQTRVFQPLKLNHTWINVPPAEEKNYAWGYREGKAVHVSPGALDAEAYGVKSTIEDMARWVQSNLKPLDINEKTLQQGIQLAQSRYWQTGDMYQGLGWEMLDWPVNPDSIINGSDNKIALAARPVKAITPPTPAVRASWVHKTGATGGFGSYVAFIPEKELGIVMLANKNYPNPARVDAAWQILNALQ
#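 AmpC (5.3 nM in the dispensed reagent) in 20 mM phosphate pH 7.0 with 0.01% (detergent screen) or 0.0001% Triton X-100 was preincubated with compounds for 15 min at room temperature. Nitrocefin was then added from an 800 uM solution, and hydrolysis was followed at 480 nm.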
# AmpC inh no detg: blocks E. coli AmpC beta-lactamase in detergent-free assay; P00811; AmpC nitrocefin hydrolysis, absorbance 480 nm, 0.0001% Triton; Potency, µM (top dose mostly 57.1 µM), for the others: at the highest dose activity change, negative = inhibition, actives largely listed as inhibitors; 0.52% of 330,000 active; AID 485341;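 also: potency is read from the fitted curve at half-maximal effect; plate controls were no compound for no effect and no enzyme for full effect; nearly all actives have a fitted effect of over 20% in size; some results filed as inactive show a strong effect at the top dose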
#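 AmpC (5.3 nM in the dispensed reagent) in 20 mM phosphate pH 7.0 with 0.01% (detergent screen) or 0.0001% Triton X-100 was preincubated with compounds for 15 min at room temperature. Nitrocefin was then added from an 800 uM solution, and hydrolysis was followed at 480 nm.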
# The depositor's hits bear a star; ? = inconclusive; . = not tested or not shown; [ ] = another dose, or the depositor's remark. Unless noted, calls follow the shape of the dose curve; as a rule, active = well fitted curve in the direction sought with a large enough effect; inconclusive = small, poorly fitted or top-dose-only effect, or another doubt; inactive = no such curve, though single readings can be large; an effect the other way counts as inactive or inconclusive. Unless noted, % is scaled to controls: 0 for no effect and ±100 for the full control effect. Not a hit list; overall some 7.4% were active at least once.
structure,LmPK inhibitor,Sm TGR inh,AMA1-RON2 inh,HCMV antiviral,TbPYK inhibitor,AmpC inh detg,AmpC inh no detg
O=[N+]([O-])c1ccc(CN2CC(N3CCC(Cc4ccccc4)CC3)CS2(=O)=O)cc1 (stereo not given),.,.,-25%,2,1%,.,.
COc1cc2c(cc1OC)CN(c1ncccc1[N+](=O)[O-])CC2,1%,-10%,-19%,-27,-6%,2%,-6%
CC(=O)c1c(C)nc2ccc([N+](=O)[O-])cc2c1-c1ccccc1,-6%,6%,7%,-30,1%,-8%,120%[activator]
CC(=O)c1ccc(NC(=O)CCCc2nc(-c3cccc(C)c3)no2)cc1,.,-3%,.,-11,1%,23%,.
COc1ccc(C)c2sc(NC(=O)c3ccc(S(=O)(=O)N4CCCCC4)cc3)nc12,.,7%,.,-8,0%,1%,.
O=C(NCC1OCCCN1S(=O)(=O)c1ccc(F)cc1)C(=O)NC1CCCC1 (stereo not given),-10%,-32%,-16%,23,1%,-2%,1%
O=C(COC(=O)[C@@H]1CC(O)CN1S(=O)(=O)c1ccccc1[N+](=O)[O-])Nc1ccc2ccccc2c1 (stereo not given in full),0%,-3%,-12%,8,6%,-1%,93%[activator]
Cc1cc(C(=O)NCCc2ccc(S(N)(=O)=O)cc2)c(C)o1,0%,1%,-16%,-12,-2%,-2%,-20%
COc1ccccc1CNC(=O)c1n[nH]c2ccccc12,-3%,10%,12%,3,-3%,3%,-17%
C=CCNC(=O)c1ccc2nc(-c3ccccc3)c(-c3ccccc3)nc2c1,-1%,-8%,7%,44,5%,0%,74%[activator]
NC(=Nc1ccc(Cl)cc1)c1ccccc1,2%,0%,13%,-25,-6%,-15%,-9%
CCCC(=O)N1CCC1(C)C(=O)NS(=O)(=O)c1cccc(Cl)c1 (stereo not given),.,.,-4%,24,7%,.,.
N#Cc1cc(C(=O)Cc2ccccc2)c[nH]1,-2%,7%,3%,-39,-6%,6%,-23%
COc1ccc(CCN2C(=O)N(c3ccc(F)cc3)C(=O)C2CC(=O)Nc2ccccc2)cc1 (stereo not given),.,-23%,.,-3,1%,-8%,.
O=C(Cc1c(C(=O)O)[nH]c2ccccc12)NC1CCCC1,4%,-2%,4%,50,3%,3%,-17%
COc1cccc(NC(=O)NCc2c(-c3ccccc3)noc2C)c1,-2%,12%,-9%,3,5%,-7%,-41%
O=c1cc(-c2ccco2)oc2ccc(Cl)cc12,-2%,1%,-7%,12,0%,0%,3%
CC(C)n1nc(C(=O)NCCc2ccc(S(N)(=O)=O)cc2)c2ccccc2c1=O,-3%,0%,14%,-6,-2%,?,-8%
COC(=O)CN(c1ccccc1C)S(C)(=O)=O,3%,1%,2%,4,-7%,-6%,-17%
CC(C)NC(=S)Nc1ccc2[nH]c(=O)[nH]c2c1,3%,-29%,-4%,-35,-8%,-3%,-16%
CC(C)(C)c1ccc(/C=N/n2cnnc2)cc1,9%,25%,2%,0,-3%,4%,0%
COc1cccc(C2NC(=O)NC(O)(C(F)(F)F)C2C(=O)c2cccnc2)c1OC (stereo not given),0%,22µM*,-17%,22,7%,-2%,-8%
O=c1c(NCCc2ccc(Cl)cc2)nccn1-c1ccccc1,.,-9%,.,10,-4%,2%,.
CCc1nnc(NC(=O)C2Cc3ccccc3CN2S(=O)(=O)c2cccs2)s1 (stereo not given),8%,-31%,16%,62,-19%,-1%,-11%
COC(=O)c1cccc(N2C(=O)C[C@](Sc3ccc(C)cc3)(C(=O)OC)[C@H]2c2ccccc2)c1,.,.,-9%,16,-1%,.,.
COc1ccccc1NC(=O)c1oc2ccccc2c1NC(=O)Cc1cccs1,.,-1%,.,18,-7%,8%,.
CCOc1cc(C(=O)Nc2ccc3nc(Nc4cccc(Cl)c4)cc(C)c3c2)cc(OCC)c1OCC,.,5%,.,-29,7%,15%,.
CCOc1ccc(NC(=O)c2cnn3c(C(F)F)cc(-c4ccc(C)cc4)nc23)cc1,.,4%,.,14,-7%,31%[activator],.
NS(=O)(=O)c1ccc(NC(=O)C2COc3ccccc3O2)cc1 (stereo not given),1%,-2%,0%,42,-1%,?,-14%
O=C(CCc1nc2ccccc2c(=O)[nH]1)OCc1ccccc1F,1%,-10%,5%,10,4%,-6%,-44%
NC(=O)c1nn(CC(=O)Nc2ccc3c(c2)OCO3)cc1[N+](=O)[O-],3%,-3%,5%,65,3%,-8%,-21%
O=c1ccn(CCCBr)c(=O)[nH]1,1%,-27%,-6%,23,-2%,-11%,-5%
CC1=NN(c2ccccc2)C(=O)C1C(=O)c1ccc(Cl)cc1 (stereo not given),0%,6%,0%,-35,5%,1%,-21%
CC(=O)c1ccc(NC(=O)CSc2ccc3nnc(-c4ccccn4)n3n2)cc1,7%,3%,?,57,-9%,0%,-15%
COc1cccc(NC(=O)c2ccc(S(=O)(=O)N3CCCC3)cc2)c1,4%,4%,-18%,-27,3%,-16%,-29%
CCn1nc(C)c(/C=N/NC(=O)c2ccc3c(c2)c(C)c(C)n3Cc2ccccc2)c1C,0%,2%,-9%,-35,5%,?,91%[activator]
CCCc1c(C(=O)N/N=C/c2ccco2)nnn1-c1nonc1N,-4%,0%,71%[activator],0,-8%,1%,-25%
CC(O)[C@H]1CNC(=O)C(=O)N1CCCCC1CCCCC1 (stereo not given in full),0%,-6%,14%,13,0%,-7%,3%
COc1ccc2c(CNC3CCCC3)c(C(=O)O)n(Cc3ccccc3C)c2c1,.,-1%,.,2,7%,22%,.
Oc1ccc(-c2csc(NCc3ccco3)n2)cc1,0%,0%,-28%,47,-12%,-7%,-50%
O=C(/C=C/c1ccccc1)c1ccoc1,-3%,0%,5%,-14,3%,-11%,-6%
Cc1[nH]c2ccccc2c1C(=O)CN1CCC(C(N)=O)(N2CCCCC2)CC1,-2%,?,-2%,27,-1%,-5%,-12%
O=C(COc1ccc(Cl)cc1)NCCC1=CCCCC1,5%,7%,-2%,-29,3%,-6%,20%
COc1cc(OC)c(-c2nn3c(-c4ccncc4)nnc3s2)cc1OC,0%,2%,.,.,.,-13%,12%
CC(C)c1nc2sc3ccccc3c(=O)c2c(=O)n1Cc1ccccc1,1%,0%,2%,29,-2%,-13%,-38%
Cc1ccccc1C(=O)N1CCc2cc(-c3nc(NC(=O)Cc4ccc5c(c4)OCO5)sc3C)ccc21,1%,0%,-8%,.,1%,.,.
Cc1ccc(C(=O)N/N=C2\CCSC2)cc1[N+](=O)[O-],0%,-1%,32%[activator],?,-6%,-9%,-19%
Cc1cccc(NC(=O)C2CCCN(S(=O)(=O)c3cccs3)C2)c1C (stereo not given),2%,-7%,-8%,-30,4%,-5%,-14%
Cc1ccc(C(=O)O/N=C(\N)Cc2cccs2)cc1[N+](=O)[O-],0%,0%,-4%,49,3%,-3%,-32%
O=C1NC(=S)NC1=Cc1ccc(Cl)cc1Cl,.,.,64%[activator],?,-4%,.,.
CNC(=S)NNC(=O)COc1ccccc1C,9%,7%,0%,?,-5%,?,-13%
Cc1ccc2c(c1)-c1c(cnc3cc(-c4ccc(F)cc4)nn13)CO2,.,-2%,.,-5,-2%,1%,.
COc1ccc2[nH]c3c(c2c1)CCN1C(=O)N([C@@H](C)C(=O)NCc2ccco2)C(=O)[C@]31C,1%,-11%,-20%,2,0%,-9%,3%
C/C(=N\NC(=S)NC(C)C)c1ccccc1,-3%,0.4µM*,85%[activator],-30,-2%,?,-16%
COc1ccccc1NC(=O)CN(c1ccccc1OC)S(=O)(=O)c1ccccc1,-2%,-25%,-1%,-93*,1%,?,-22%
CCC(C(=O)NCCC1=CCCCC1)c1ccccc1 (stereo not given),4%,-2%,-5%[11.6 µM],-40,-19%,1%,-12%
C[C@H](CO)N1C[C@H](C)[C@@H](CN(C)C(=O)C2CC2)OCc2cnnn2CCCC1=O,.,.,-2%,12,-1%,.,.
Cc1csc(NC(=O)Cn2nc(C)c([N+](=O)[O-])c2C)n1,2%,-2%,63%[activator],11,2%,-8%,-10%[11.4 µM]
O=S(=O)(/N=C(\c1ccccc1)N1CCOCC1)c1ccc(Cl)cc1,-4%,1%,-15%,?,-2%,-5%,-14%
COc1ccccc1-n1c(=O)c2c3c(sc2n2c(SC)nnc12)CCC3,.,.,4%,-17,-9%,.,.

# Taken from the entries so far (three entries):
structure,LmPK inhibitor,Sm TGR inh,AMA1-RON2 inh,HCMV antiviral,TbPYK inhibitor,AmpC inh detg,AmpC inh no detg
Cc1csc(NC(=O)Cn2nc(C)c([N+](=O)[O-])c2C)n1,2%,-2%,63%[activator],11,2%,-8%,-10%[11.4 µM]
O=S(=O)(/N=C(\c1ccccc1)N1CCOCC1)c1ccc(Cl)cc1,-4%,1%,-15%,?,-2%,-5%,-14%
COc1ccccc1-n1c(=O)c2c3c(sc2n2c(SC)nnc12)CCC3,.,.,4%,-17,-9%,.,.

# The list continues:
structure,LmPK inhibitor,Sm TGR inh,AMA1-RON2 inh,HCMV antiviral,TbPYK inhibitor,AmpC inh detg,AmpC inh no detg
Cn1c(CCC(=O)Nc2ccccc2F)nnc1SCC(=O)Nc1ccccc1Cl,0%,2%,-9%,31,1%,?,-9%
COc1cc(C(=O)N2C(=O)CCC2=O)cc(OC)c1OC,2%,-12%,-20%,52,-2%,-4%,-7%
CC(Sc1nc(N)cc(=O)[nH]1)C(=O)NNC(=O)c1cccc(Cl)c1 (stereo not given),.,-1%,88%[activator],0,0%,-4%,-25%
COc1cccc(-c2cc(C(F)(F)F)nc(-n3cncn3)n2)c1,0%,6%,-8%,-20,-2%,6%,0%
Cc1ccc(Cc2c(-c3ccco3)nc3c4ccccc4ccn23)cc1,.,.,?,-23,-14%,.,.
CCOc1ccc(Nc2ncnc(N)n2)cc1,3%,-11%,2%,55,-7%,-1%,-27%
Clc1ccc(NCc2nc3ccccc3n2CCOc2ccccc2)cc1,.,6%,.,29,1%,9%,.
CCCN(CCC)C(=O)Cn1c(=O)n(CCCCC(=O)NC2CCCC2)c(=O)c2ccccc21,-7%,1%,-2%,-9,2%,-1%,0.32µM*
